aSyn yeast rescue = inhibitors of alpha-synuclein toxicity in yeast; S. cerevisiae alpha-synuclein toxicity rescue, BacTiter-Glo growth, 24 h; Potency, µM (highest dose often 46.1 µM), inactives show at the top dose growth rescue (activation), most hits filed as activators; 0.02% of 94,000 active; active means well fitted activation curve with a large enough effect; inconclusive means small, poorly fitted or top-dose-only effect; further: 0% is about no effect
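Growth restoration measured by BacTiter-Glo luminescence after 24 hr at 30 deg C; alpha-synuclein yeast, raffinose-pregrown to mid-log, were added at OD600=0.02 in galactose medium onto pinned compounds.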
An asterisk follows results filed as active; ? = inconclusive; [ ] = remark or other dose. Potency means the concentration at half of the fitted maximal effect. Not all compounds are listed. The share of hits here may be higher or lower than overall.

compound	aSyn yeast rescue
Cn1c(=O)cc(N2CCN(C(=O)c3ccco3)CC2)[nH]c1=O	-7%
Nc1ccc(-c2nc3ccc([N+](=O)[O-])cc3[nH]2)cc1	0%
CCOc1ccc2c(c1)nc(NCCCO)n2Cc1ccccc1	-1%
CCc1nn(CC(=O)N2CCN(CC)CC2)c(=O)c2cccn12	2%
Cc1ccc(Nc2nc(C(=O)N3CCC(C(=O)NC(C)C)CC3)cs2)cc1	-2%
O=C(COC(=O)/C=C/c1ccccc1)NCc1ccco1	-8%
O=C(COC(=O)c1cnccn1)Nc1ccc(Cl)cn1	8%
Cc1cc(C)c(NS(=O)(=O)c2ccc3c(c2)oc(=O)n3C)c(C)c1	4%
O=C(Nc1ccc(Cl)cn1)c1ccc2c(c1)OCCO2	-14%
O=C(Cn1c(=O)n(-c2ccc(F)cc2)c(=O)c2sc3ccccc3c21)NC1CCCCC1	-2%
COc1ccc(CC(Cc2ccc(OC)c(OC)c2)NC=O)cc1OC	2%
COc1ccc(CCNC(=O)CSc2nn(-c3ccccc3)c(=S)s2)cc1	-1%
Cc1ccccc1NC(=O)Nc1ccc2nc(N3CCN(C)CC3)cc(C)c2c1	-18%
CN(CC(=O)Nc1ccc(Cl)c(C(F)(F)F)c1)C(=O)c1ccc(N2CCOCC2)c([N+](=O)[O-])c1	-1%
COc1ccccc1NC(=O)CSc1nnc(-c2cccc(Cl)c2)o1	7%
COc1ccccc1C(=O)Nc1ccc2nc(SCCOc3ccccc3C)sc2c1	-2%
O=C(CCC(=O)N/N=C/c1cc(Cl)cc(Cl)c1O)NCc1ccccc1	19%
Cc1cc(C)n2nc(C(=O)OCC(=O)Nc3ccc(Cl)cc3)nc2n1	5%
CC(=O)c1ccc(-c2ccc(C(=O)N(C)c3c(N)n(Cc4ccccc4)c(=O)[nH]c3=O)o2)cc1	-8%
COC(=O)C1=C(C)NC(=S)NC1c1ccc(-c2cccc(Cl)c2)o1 (stereo unspecified)	-7%
O=C(CSc1nc2c(c(=O)n1-c1ccccc1)SCC2)N1CCN(c2ccccc2)CC1	1%
CC1CN(c2ccnc3cc(Cl)ccc23)CC(C)O1 (stereo unspecified)	0%
CCOCCn1ccc2c(OCC(=O)Nc3ccc(OC(F)(F)F)cc3)cccc2c1=O	0%
COCCCNC(=O)Cn1c(=O)n(-c2ccc(C)cc2)c(=O)c2c1c1cc(C)ccc1n2C	-7%
COc1ccccc1-c1cc2nc(C)c(CCC(=O)NC3CCCCC3)c(C)n2n1	4%
Cc1ccc(NC(=O)c2oc3ccccc3c2NC(=O)Cc2cccs2)cc1	-1%
O=C(Nc1ccc(N2CCOCC2)cc1)c1nc2ccccc2s1	5%
CC(C)(C)C1CCc2onc(C(=O)Nc3sc4c(c3C#N)CCCC4)c2C1 (stereo unspecified)	-7%
Cc1ccc(C)c(S(=O)(=O)N2CCCCC2CCNC(=O)C(=O)NCc2ccccc2)c1 (stereo unspecified)	-6%
CCOC(=O)c1c(NC(=O)COC(=O)CNC(=O)c2ccco2)sc(C)c1C	2%
CCCc1cc(=O)oc2c3c(ccc12)OCN(Cc1ccc(OC)cc1)C3	1%
O=C(OCc1csc(-c2ccccc2)n1)c1ccc(O)cc1	-24%
COc1ccc(NC(=O)Cn2c(=O)oc3cc(S(=O)(=O)NCc4ccccc4)ccc32)c(OC)c1	6%
Nc1ccccc1C(=O)NCCCN1CCN(c2cccc(Cl)c2)CC1	-5%
CCN1CCc2nc3sc(C(=O)N4CCc5ccccc5C4)c(N)c3cc2C1	2%
Cc1ccc(NC(=O)C2CCCN2S(=O)(=O)c2cccc3cccnc23)c(C)c1 (stereo unspecified)	-3%
COc1ccc(C)cc1NC(=O)C(=O)NCC(c1cccnc1)N1CCc2ccccc21 (stereo unspecified)	3%
CCOC(=O)N1CCc2c(sc(NCc3cc(OC)ccc3OC)c2C(=O)Nc2cc(OC)ccc2OC)C1	0%
COc1ccc(-c2noc(CN(C)S(=O)(=O)c3c(C)cc(C)cc3C)n2)cc1OC	7%
CCOCCCN1C(=O)CN(C2CCCCCC2)C(=O)C1c1ccc(OC(C)C)c(OC)c1 (stereo unspecified)	-3%
O=C(C1CCC(Cn2c(=O)c3sccc3n(Cc3cccc(F)c3)c2=O)CC1)N1CCCCC1 (stereo unspecified)	2%
Cc1cc2nc(N3CCN(C(=O)c4ccco4)CC3)sc2cc1C	11%
COc1ccc(NC(=O)N(C)C[C@@H]2OCc3ccccc3-c3c(n(C)c4ccccc34)C(=O)N([C@H](C)CO)C[C@H]2C)c(OC)c1	4%
CCOC(=O)c1ccccc1NC(=O)c1cc2c(s1)-c1ccccc1SC2	-9%
O=c1c2sc3ccccc3c2n(Cc2cccc(Cl)c2)c(=O)n1Cc1ccco1	-10%
COc1ccc(OC)c(S(=O)(=O)NC2CC(=O)N(c3cccc(F)c3)C2)c1 (stereo unspecified)	8%
CCC(c1nnnn1C1CCCC1)N1CCC(C(N)=O)CC1 (stereo unspecified)	-7%
CCCCn1cc(S(=O)(=O)c2ccccc2)c(=O)c2cc(F)c(N3CCN(CCC)CC3)cc21	0%
C#CCN(C[C@H]1[C@H](OC(=O)NC2CC2)[C@H](OC(=O)NC2CC2)C[C@@H](C(=O)OC)[C@H]1C(=O)OC)S(=O)(=O)c1ccc(C)cc1	0%
CCOC(=O)N1CCc2c(sc3c2c(=O)n(Cc2ccccc2)c(=O)n3Cc2ccccc2Cl)C1	1%
Cc1cccc2c1N(Cc1ccccc1OCCC(C)C)C(=O)C2=O	-10%
Cc1ccc(Nc2nnc(SCC(=O)NC3CCCc4ccccc43)s2)cc1 (stereo unspecified)	-10%
Cc1ccc(Nc2ccc(N3CCN(C(=O)c4cccc([N+](=O)[O-])c4)CC3)nn2)cc1	-1%
CCc1cccc(NC(=O)c2cc3c(=O)n(Cc4ccc(OC)cc4)ccc3nc2C)c1	4%
CCCOc1ccc(NC(=O)CC2C(=O)N(c3ccc(C)cc3)C(=O)N2C(C)C)cc1 (stereo unspecified)	6%
COc1cc(NCc2ccccc2O)c2ncccc2c1	-6%

The list continues:
compound	aSyn yeast rescue
COc1ccc(-n2cc(CNC3CCC(O)CC3)c(-c3cccc(F)c3)n2)cc1 (stereo unspecified)	6%
CC1=C(C(=O)Nc2ccccc2C(F)(F)F)C(c2sccc2C)NC(=S)N1 (stereo unspecified)	6%
C=C(C)CN(CC)C(=O)CCc1nnc(CCCc2ccccc2)o1	-1%
Cc1cc(=O)oc2c3c(cc(OCC(=O)NCCC(=O)N[C@@H](C)C(=O)O)c12)OC(C)(C)CC3	4%
O=C(Nc1ccc(Oc2cccnc2)nc1)c1ccc(C(F)(F)F)cc1	-5%
CC(C)(C)OC(=O)N[C@@H](CC(=O)OCc1ccccc1)C(=O)O	8%
COc1ccc(S(=O)(=O)NCc2ccc3c(c2)cc(C)n3C)cc1	2%
O=C(CN(CC1CCCO1)C(=O)CNS(=O)(=O)c1ccc(F)cc1)NC1CCCC1 (stereo unspecified)	-23%
Cc1ccc(SCc2c(C(=O)N/N=C/c3ccco3)nnn2-c2nonc2N)cc1	-15%
COc1ccc(C(=O)NCCSc2c(C)[nH]c3ccccc23)cc1	?
CCCc1cc(-c2n[nH]c(=S)n2-c2cccc(C)c2)cs1	16%
COc1ccc(Nc2ncnc3c2cnn3-c2ccc(C)cc2)cc1Cl	-5%
CCOc1ccccc1Nc1sc(C(=O)c2ccc(Cl)cc2)c(N)c1S(=O)(=O)c1ccccc1	6%
Cc1ccc(C)c(/C=C(\C(=O)O)c2ccc(S(=O)(=O)N3CCCCC3)s2)c1	-17%
Cc1ccc2c(c1)-c1c(cnn1CC(=O)Nc1ccccc1N1CCN(C)CC1)CO2	5%
CCc1ccc(C(c2ccccc2)c2c(C)[nH]c3ccccc23)s1 (stereo unspecified)	6%

Two entries from above, as labelled records.
> Cc1ccc(C)c(/C=C(\C(=O)O)c2ccc(S(=O)(=O)N3CCCCC3)s2)c1
  aSyn yeast rescue = -17%

> COc1ccc(C(=O)NCCSc2c(C)[nH]c3ccccc23)cc1
  aSyn yeast rescue = ?

The listing continues.
compound	aSyn yeast rescue
CN(C1CCCCC1)S(=O)(=O)c1ccc2[nH]c(=O)oc2c1	-5%
CCCCN(CCCC)S(=O)(=O)c1ccc2oc(C(=O)NCc3ccc(C)cc3)c(C)c2c1	3%
O=C(CN1c2cccc3cccc(c23)S1(=O)=O)Nc1ccccc1	4%
CCOC=C1SC(=S)N(c2ccccc2OC)C1=O	-5%
COc1ccc(NC(=O)N2CCc3c(sc4c3CCCC4)C2c2ccc(F)cc2)cc1 (stereo unspecified)	7%
Cc1ccccc1NC(=O)Cn1c(CCC(=O)O)ccc1-c1cccs1	8%
Cc1cc([N+](=O)[O-])nn1CCCC(=O)Nc1cc(Cl)ccc1Cl	0%
COc1ccc2cc(CNc3ccc(C)cc3)c(=O)n(CC(=O)Nc3cccc(Cl)c3C)c2c1	26%
CCOc1cccc(C2Nc3ccccc3-c3cc(C)nn32)c1O (stereo unspecified)	7%
CCCCOC(=O)c1ccc(NC(=O)CSc2nnnn2C)cc1	4%
Cc1ccc(CCNC(=O)CN(c2ccc(C(C)C)cc2)S(=O)(=O)c2c(C)nn(C)c2C)cc1	-1%
Cc1ccc(OCC(=O)Nc2ccc3c(c2)nc(CCN2CCCC2)n3C)cc1	4%
CC(=O)c1ccc(NS(=O)(=O)c2ccc(-c3cnc(C4CC4)o3)cc2)cc1	1%
Cc1ccc(SCC(=O)OCC(=O)NC2CCCCCCC2)cc1	-10%
Cc1ccc(NC(=O)Cn2cc(C(F)(F)F)cc(Cl)c2=O)cc1Cl	-8%
CCOC(=O)c1c(NC(=O)C2CCCCC2)sc2c1CCN(CC)C2	-2%

Part of the list above, field by field:
structure: O=C(CSc1nc2c(c(=O)n1-c1ccccc1)SCC2)N1CCN(c2ccccc2)CC1
  aSyn yeast rescue = 1%

structure: CCCc1cc(=O)oc2c3c(ccc12)OCN(Cc1ccc(OC)cc1)C3
  aSyn yeast rescue = 1%

structure: Cc1ccc(CCNC(=O)CN(c2ccc(C(C)C)cc2)S(=O)(=O)c2c(C)nn(C)c2C)cc1
  aSyn yeast rescue = -1%

structure: Cc1ccc(C)c(S(=O)(=O)N2CCCCC2CCNC(=O)C(=O)NCc2ccccc2)c1 (stereo unspecified)
  aSyn yeast rescue = -6%

Remaining list, next part.
compound	aSyn yeast rescue
Cc1ccc(C)c(N(C)C(=O)C2CCN(c3ncnc4c3nc3n4CCCCC3)CC2)c1	19%
CCn1cnc2c(=O)oc3ccc(S(=O)(=O)N4CCN(c5cc(C)ccc5C)CC4)cc3c21	2%
CC(O)C(NS(=O)(=O)c1ccc(Cl)cc1)C(=O)OCC(=O)c1c[nH]c2ccccc12 (stereo unspecified)	-9%
COCCCNC(=O)c1oc2c(c1C)-c1nn(Cc3cccc(Cl)c3)cc1CC2	-5%
O=C(O)CCN1c2ccccc2Sc2ccccc21	9%
COc1cc(-c2nnc(SCC(=O)NCc3ccccc3Cl)o2)cc(OC)c1OC	-11%
CCCC/C(=N\NC(=O)c1ccc(Br)o1)c1ccccc1	-4%
CN(C(=O)COC(=O)c1ccc(S(=O)(=O)N2CCCCCC2)cc1)c1ccccc1	-1%
CCOC(=O)c1c(NC(=O)COc2ccccc2Br)sc2c1CCCCC2	4%
COc1ccc(-c2c(C)nn3c(C(F)(F)F)cc(-c4ccc(Br)cc4)nc23)cc1	2%
Cn1c(=O)c(=O)n(C)c2cc(S(=O)(=O)CCC(=O)Nc3ccccc3C(F)(F)F)ccc21	-11%
COc1ccc(CNC(=O)CCNS(=O)(=O)c2ccc3c(c2)CCCC(=O)N3)cc1	-10%
CCOC(=O)C1CCCN(S(=O)(=O)c2ccc3[nH]c(=O)ccc3c2)C1 (stereo unspecified)	8%
COCCCNCCCCOc1ccc(Br)cc1C	0%
NC(=O)C1CCN(S(=O)(=O)c2ccc(N3CCCCS3(=O)=O)cc2)CC1	-15%
COc1cccc(NC(=O)N(C)C[C@@H]2Oc3cc(Br)ccc3S(=O)(=O)N([C@@H](C)CO)C[C@H]2C)c1	-1%
c1ccc(Cc2nnc(N3CCCCC3)c3ccccc23)cc1	18%
O=C(O)c1ccc(CSc2nc3ccc(NC(=O)c4ccccc4C(=O)O)cc3s2)cc1	-50%[inhibitor]
Cc1csc(=O)n1CCC(=O)OCC(=O)NCc1ccc(Cl)cc1Cl	0%
CCNc1nc(Oc2ccc(=O)n(-c3ccccc3)n2)nc(N(C)C)n1	3%
COc1ccc2nc(NNC(=O)C3COc4ccccc4O3)sc2c1 (stereo unspecified)	4%
CCOC(=O)c1ccc(NC(=O)c2c(NCc3cccs3)sc3c2CCCCC3)cc1	7%
Cc1cccc(NC(=O)c2cc(S(=O)(=O)N3CCc4ccccc43)ccc2F)c1C	13%
Cc1cc(C)cc(NC(=O)c2ncn(-c3ccccc3)n2)c1	-4%
CC(C)(C)NC(=O)CSCc1c(Cl)cccc1Cl	-1%
NC(=O)c1ccsc1NC(=O)CCS(=O)(=O)c1ccc(F)cc1	-2%
CC(C)c1onc(C(=O)N2CCN(C(c3ccccc3)c3ccccc3)CC2)c1[N+](=O)[O-]	1%
O=C(NCC1CCCCC1)c1cc(Br)ccc1Cl	7%
CC1CCc2c(sc(NC(=O)c3ccc(Cl)cc3Cl)c2C#N)C1 (stereo unspecified)	0%
O=C(CN1CCCC1)Nc1nc(-c2ccc3c(c2)CCN3C(=O)c2ccccc2F)cs1	-45%[inhibitor]
CC(=O)c1cccc(NC(=O)Nc2c(C)n(C)n(-c3ccccc3)c2=O)c1	-13%

Screening results as filed in PubChem.
